Bioassay records: PubChem, National Center for Advancing Translational Sciences (NCATS)
RXFP1 agonist = activates the human relaxin receptor RXFP1. Q9HBX9. HEK293T-RXFP1 cAMP TR-FRET, 30 min; response scale: percent of porcine relaxin response, buffer zero. Potency, µM (series often up to 57.5 µM), without a hit: at the top dose activation, hits mostly activators. actives 0.3% (n = 370,000); active = well fitted activation curve with a large enough effect; inconclusive = small, poorly fitted or top-dose-only effect; also: potency is read from the fitted curve at half-maximal effect; % is scaled to controls: 0 for no effect and ±100 for the full control effect; nearly all actives have a fitted effect of over 60% in size; many of its hits are not listed in these tables
Target sequence (Q9HBX9 whole entry, looked up): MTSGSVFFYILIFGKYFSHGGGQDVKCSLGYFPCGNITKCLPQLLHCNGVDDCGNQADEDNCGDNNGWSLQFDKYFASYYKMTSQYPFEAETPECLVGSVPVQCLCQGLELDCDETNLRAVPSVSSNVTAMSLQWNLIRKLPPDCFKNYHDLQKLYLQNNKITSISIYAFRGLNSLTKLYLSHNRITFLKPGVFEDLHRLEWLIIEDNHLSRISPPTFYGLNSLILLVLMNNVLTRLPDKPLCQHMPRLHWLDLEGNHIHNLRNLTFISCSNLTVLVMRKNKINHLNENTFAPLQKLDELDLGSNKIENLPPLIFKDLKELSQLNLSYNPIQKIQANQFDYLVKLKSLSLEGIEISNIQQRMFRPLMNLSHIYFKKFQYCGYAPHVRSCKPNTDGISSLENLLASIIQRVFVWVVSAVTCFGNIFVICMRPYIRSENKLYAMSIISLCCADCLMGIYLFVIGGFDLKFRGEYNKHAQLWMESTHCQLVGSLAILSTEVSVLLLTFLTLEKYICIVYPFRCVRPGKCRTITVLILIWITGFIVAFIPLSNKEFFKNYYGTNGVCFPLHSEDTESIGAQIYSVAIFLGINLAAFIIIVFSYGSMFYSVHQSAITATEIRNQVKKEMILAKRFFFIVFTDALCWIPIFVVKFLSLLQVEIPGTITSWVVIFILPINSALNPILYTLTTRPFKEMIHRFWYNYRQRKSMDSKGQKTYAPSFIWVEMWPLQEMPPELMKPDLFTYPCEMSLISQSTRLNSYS
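HEK293T cells stably expressing RXFP1 were pretreated with the PDE4 inhibitor Ro 20174, exposed to compounds for 30 min at 37C, lysed, and cAMP was read by TR-FRET. Data normalized to buffer (basal) and 29 nM porcine relaxin (100%).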
RXFP1 antag = RXFP1 (human) relaxin receptor antagonism. HEK293-RXFP1, relaxin-stimulated cAMP HTRF, 30 min; active compounds read low. activity change, negative = inhibition, % at 57.5 µM. actives 0.59% (n = 350,000). AID 1259400;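 active = activity change of -60% or lower, but not beyond a set lower limit; inconclusive = change between -60% and -40%, or beyond the set limit; inactive = change above -40%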; also: % is scaled to controls: 0 for no effect and ±100 for the full control effect
D1 antagonist = antagonists of human D1 dopamine receptor; HEK293 TREx D1 cells, calcium flux, dopamine EC80; active compounds read low; activity change, negative = inhibition, % at 10 µM; P21728; actives 3.2% (n = 360,000); in the data active = activity change below about -30%; also: % is scaled to controls: 0 for no effect and ±100 for the full control effect
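Using tetracycline-induced force-coupled D1 Hek293 cells and a calcium dye, signals were followed for 180 s after compound, then for 180 s after EC80 dopamine, to detect inhibitors.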
D1 agonist = activates the human D1 dopamine receptor. HEK293 T-REx D1 cells, calcium flux, agonist mode. activation, % at 2 µM. P21728. actives 1% (n = 360,000). AID 504660; in the data active = activation above about 30%; also: 0% is about no effect
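Inducible HEK293 T-REx D1 cells, force-coupled to calcium signalling, were plated at 4000 cells/well with tetracycline and held overnight at 30 C. After no-wash calcium dye loading, compound-evoked calcium rise over 180 s flagged agonists.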
TRHR PAM = TRH receptor (human) allosteric enhancement. actives 0.66% (n = 360,000). P34981. TRHR cells, fluo-8 calcium fluorescence, EC20 TRH enhancement. AID 493056. enhancement, % at 2 µM; in the data active = enhancement above about 30%; also: 0% is about no effect
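Enhancer read-out: after compound pinning and an initial kinetic agonist-mode read, an EC20 of TRH (10 nM final) was injected and fluo-8 calcium signal (Ex 480/Em 530) followed at 1 s/cycle for 100 cycles in TRHR-expressing cells.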
D2 agonist = D2 dopamine receptor (human) agonism. P14416. HEK293 T-REx D2 cells, calcium flux agonist mode. activation, % at 2 µM. actives 0.53% (n = 340,000);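 active = activation over 3 SD above normal in the single-dose calcium agonist read, cut at about 30% in these data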; also: 0% is about no effect
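Calcium-flux readout, 1 cycle/sec over 180 s following compound pin transfer, in inducible HEK293 Trex D2 cells (force-coupled); dopamine controls included. Positive calcium responses during this window marked compounds as potential agonists.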
D2 antag = D2 dopamine receptor (human) antagonism; HEK293 TREx D2 cells, calcium flux, dopamine EC80; inhibition, % at 10 µM; actives 2% (n = 340,000); AID 485344; in the data active = inhibition above about 30%; also: 0% is about no effect
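Overnight-induced (tetracycline, 30 C) HEK293 T-REx cells carrying force-coupled D2 receive a no-wash calcium dye, then compound, then EC80 dopamine at 180 s; signals are read kinetically throughout.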
D1 PAM = human D1 dopamine receptor positive modulation; P21728; HEK293 TREx D1 cells, calcium flux, dopamine EC20 potentiation; potentiation, % at 10 µM; actives 0.036% (n = 360,000); in the data active = potentiation above about 30%; also: 0% is about no effect
D2 potentiator = positively modulates the human D2 dopamine receptor allosterically; HEK293 T-REx D2, calcium flux, EC20 dopamine potentiation; AID 485347; actives 0.34% (n = 340,000); potentiation, % at 10 µM;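 active = potentiation over 3 SD above the plate norm, cut at about 30% in these data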; also: 0% is about no effect
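Potentiation of an EC20 dopamine calcium response is measured in a force-coupled, tetracycline-inducible Hek293 Trex D2 line. Compound-only kinetic reads over 180 s flag agonists before dopamine addition.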
* = called active by the depositor; ? = inconclusive; · = no result given; & = joins results of further samples. Some of the compounds tested (hit frequency here may not be typical).

Key to letters: A = RXFP1 agonist; B = RXFP1 antag; C = D1 antagonist; D = D1 agonist; E = TRHR PAM; F = D2 agonist; G = D2 antag; H = D1 PAM; I = D2 potentiator
COc1cccc(-c2nc(CS(=O)(=O)CC(=O)NCCCc3ccccc3)c(C)o2)c1
  A: 9.7%&1.3%; B: 37.7&13.7; C: -3.6&-0.9; D: 28.4&9.3; E: 0.3&4.0; F: 1.2&0.9; G: 9.7; H: -1.6&-0.5; I: 9.6&-3.7

CC(=O)Nc1ccc(S(=O)(=O)NCC2CCC(C(=O)N3CC(C)CC(C)C3)CC2)cc1 (stereo not drawn)
  A: -0.2%; B: -1.5; C: -15.8; D: 2.5; E: 3.0; F: -0.2; G: 2.2; H: -7.5; I: 0.2

COc1cc(CNC(C)c2ccccc2)cc(Cl)c1OCC(=O)Nc1ccccc1 (stereo not drawn)
  A: 1.2%; B: -14.9; C: ·; D: 64.1*; E: -1.0; F: 4.0; G: 4.0; H: -11.2; I: 0.2

CCN(CC)S(=O)(=O)c1ccc2oc(SCC(=O)NC3CC3)nc2c1
  A: 2.2%; B: -5.2; C: 10.7; D: 3.3; E: -6.8; F: 0.5; G: 9.3; H: -6.5; I: 16.4

CCCCOc1ccc(C(=O)NCC(=O)NCC(c2ccco2)N2CCCCC2)cc1 (stereo not drawn)
  A: 1.5%; B: -14.7; C: -3.2; D: 1.3; E: 7.7; F: 0.5; G: 5.8; H: 7.8; I: -2.3

CC(NC(=O)Nc1ccccc1F)C(C)(C)C (stereo not drawn)
  A: 2.4%; B: -12.7; C: -14.4; D: 3.3; E: 2.4; F: -0.3; G: 7.4; H: -2.5; I: -1.8

O=C1C=C(c2ccccc2)C[C@H](c2cccs2)[C@H]1n1cnc([N+](=O)[O-])c1
  A: -1.2%; B: -1.2; C: 2.4; D: -1.6; E: -1.0; F: -0.5; G: -11.8; H: 3.1; I: -8.9

COC(=O)c1ccc(-c2csc(NC(=O)c3ccc(S(=O)(=O)N4CCc5ccccc5C4)cc3)n2)cc1
  A: 2.2%; B: ·; C: 5.6; D: 2.2; E: 3.9; F: 0.7; G: -16.3; H: -4.2; I: 6.2

CCCC(=O)c1ccc(N2CCCCCC2)c(F)c1
  A: 1.2%; B: -14.9; C: -22.0; D: -0.9; E: -7.1; F: -1.0; G: -9.4; H: 3.3; I: 12.7

CC(Oc1ccc(Cl)cc1Cl)C(=O)NCCCn1ccnc1 (stereo not drawn)
  A: 3.8%; B: -1.2; C: 4.9; D: 6.2; E: 1.5; F: 0.2; G: 6.6; H: -1.6; I: -1.6

CCCc1cc(C(=O)NCCc2ccc(OC)c(OC)c2)no1
  A: 0.0%; B: -4.3; C: -11.1; D: 3.7; E: 8.2; F: -0.6; G: -8.1; H: -5.7; I: -2.5

Cc1ccc(-c2cc(C(F)F)n3ncc(C(=O)Nc4cn(C)nc4C)c3n2)cc1
  A: 3.1%; B: -5.1; C: -7.8; D: 0.2; E: 2.1; F: 0.1; G: -12.3; H: 5.9; I: 12.1

Cc1n[nH]c(=O)nc1N1CCc2ccccc2C1
  A: 3.2%; B: -8.3; C: 6.6; D: 1.4; E: 4.8; F: 0.0; G: 3.4; H: -5.0; I: 5.8

Cc1nc(S(=O)(=O)N2CCN(c3ccccc3F)CC2)cn1C
  A: 0.9%; B: ·; C: -7.2; D: 2.0; E: -0.3; F: 0.8; G: ·; H: 1.9; I: -4.6

O=[N+]([O-])c1ccccc1/C=N/OCc1ccccc1
  A: -0.8%; B: -6.8; C: -9.9; D: 0.2; E: 13.9; F: -0.5; G: 4.4; H: -2.9; I: -3.8

An excerpt from above, limited to D1 antagonist and D2 potentiator.
Molecule,D1 antagonist,D2 potentiator
CCN(CC)S(=O)(=O)c1ccc2oc(SCC(=O)NC3CC3)nc2c1,10.7,16.4
CCCc1cc(C(=O)NCCc2ccc(OC)c(OC)c2)no1,-11.1,-2.5

Later entries:
Key to letters: A = RXFP1 agonist; B = RXFP1 antag; C = D1 antagonist; D = D1 agonist; E = TRHR PAM; F = D2 agonist; G = D2 antag; H = D1 PAM; I = D2 potentiator
CCNS(=O)(=O)c1ccc(NC(=O)Nc2cccc(C(F)(F)F)c2)cc1
  A: 0.2%; B: -2.7; C: 3.1; D: 4.9; E: 5.2; F: 1.0; G: 38.4*; H: -11.8; I: -22.2

CCCCn1cc(C(=O)c2cc(Br)ccc2O)cc(C#N)c1=O
  A: -0.1%; B: -0.9; C: -21.0; D: 31.3*; E: 0.5; F: -0.1; G: 2.4; H: -9.4; I: 0.1

COc1ccccc1C(=O)Nc1cccc(C(=O)c2ccccc2)c1
  A: -0.6%; B: 1.1; C: -17.2; D: 6.4; E: -5.3; F: -1.5; G: -5.7; H: -4.9; I: 14.9

CCN(CC)c1ccc(/C=N\NC(=O)c2cccc3cc[nH]c23)cc1
  A: 7.3%; B: -5.7; C: 4.3; D: 1.8; E: 0.8; F: -1.8; G: 8.4; H: -5.5; I: 6.9

CCS(=O)(=O)NCCc1cc2cc(C)c(C)cc2[nH]c1=O
  A: 1.3%; B: -9.0; C: -10.9; D: 4.2; E: -4.1; F: 0.5; G: 8.4; H: -1.6; I: -4.3

C=CCN(CC=C)S(=O)(=O)c1ccc(NC(=O)COc2ccccc2OC)cc1
  A: 2.2%; B: 0.1; C: 5.4; D: 8.3; E: 5.6; F: ·; G: ·; H: -2.3; I: ·

Oc1ccc(Nc2nc(-c3ccccc3F)nc3ccccc23)cc1
  A: -0.9%; B: -11.2; C: -6.1; D: 2.5; E: 8.4; F: 0.1; G: -9.2; H: -10.2; I: -6.5

COc1ccc(-c2nc(CSCC(=O)N3CCN(c4ccccc4F)CC3)c(C)o2)cc1
  A: 0.8%; B: ?; C: -21.9; D: 7.8; E: 0.9; F: 0.3; G: ·; H: 0.2; I: 7.5

Cc1ccccc1-n1nc2c(c1NC(=O)c1c(-c3ccccc3Cl)noc1C)CS(=O)(=O)C2
  A: -1.2%; B: -2.4; C: -6.8; D: 0.9; E: -4.4; F: -1.1; G: -6.5; H: -21.1; I: 1.0

COc1ccc(S(=O)(=O)NCCSc2ccc(Cl)cc2)cc1OC
  A: -1.0%; B: 2.5; C: -14.3; D: 3.5; E: -7.9; F: -0.4; G: -1.6; H: -14.7; I: 1.6

Cc1ccc(-c2noc(-c3cccnc3NCc3ccco3)n2)cc1
  A: 1.1%; B: ·; C: -11.0; D: 2.9; E: 0.2; F: -0.7; G: ·; H: -2.0; I: -21.9

COc1ccccc1NC(=O)c1[nH]c(C)c(C(C)=O)c1C
  A: 2.0%; B: -1.6; C: 0.4; D: 2.2; E: -0.7; F: 0.6; G: 15.4; H: -6.8; I: -1.5

CC(=O)N[C@@H]1[C@@H](O)[C@@H]2OC(c3ccccc3)OC[C@H]2O[C@@H]1N=[N+]=[N-] (stereo partly drawn)
  A: -0.8%; B: 2.7; C: -2.1; D: 2.2; E: -2.6; F: -0.4; G: -5.3; H: -0.6; I: -1.6

Cc1ccsc1/C=C(\C#N)C(=O)NCCCN1CCOCC1
  A: -0.1%; B: 0.2; C: -0.9; D: 4.5; E: -3.3; F: 0.5; G: 2.1; H: 11.3; I: 5.0

CC(C)CC(=O)OCc1cn(-c2ccccc2)nn1
  A: 1.7%; B: 2.3; C: -5.0; D: 1.2; E: -4.4; F: -1.6; G: 5.6; H: -2.2; I: 0.2

CN(C(=O)COC(=O)CSc1ccc(C(N)=O)cc1[N+](=O)[O-])C1CCCCC1
  A: 0.7%; B: -4.0; C: -27.5; D: 1.8; E: 10.4; F: -0.3; G: 5.3; H: -1.6; I: 15.8

CN(C)c1cccc(C(=O)OCC(=O)N(C)c2ccccc2)c1
  A: -1.3%; B: -11.0; C: 1.2; D: 3.9; E: -0.2; F: 1.4; G: 8.8; H: 0.7; I: -6.1

O=C(OCC(=O)N1CCN(C(=O)c2ccco2)CC1)C1=COCCO1
  A: 1.7%; B: 5.2; C: -3.5; D: 2.8; E: 6.3; F: 0.1; G: 7.6; H: 2.7; I: -7.3

Cc1ccc2oc(=O)c3cnn(CC(=O)N4CCN(c5ccccn5)CC4)c3c2c1
  A: 0.6%; B: -6.1; C: 3.6; D: 1.3; E: 2.7; F: 0.7; G: -21.9; H: -2.8; I: 7.0

Cn1c(SCC(=O)N=Nc2c(O)[nH]c3ccccc23)nc2ccccc21
  A: 1.5%; B: ·; C: -7.7; D: 0.7; E: -6.9; F: -0.4; G: 24.0; H: 1.4; I: -3.5

Cc1ccc(O)c(CNc2cccc3cccnc23)c1
  A: -0.7%; B: -6.7; C: -6.7; D: 1.8; E: -5.0; F: -0.6; G: 14.1; H: 1.2; I: -11.7

CCSCc1nnc(SCC(=O)Nc2cccc(C(C)=O)c2)n1C
  A: 5.5%; B: 12.2; C: ·; D: -3.1; E: -3.7; F: -0.1; G: 10.4; H: -1.2; I: -7.2

O=S(=O)(NCc1csc(-c2cccs2)n1)c1ccccc1
  A: 1.0%; B: -10.9; C: 3.8; D: 2.1; E: 1.7; F: ·; G: ·; H: -1.1; I: 0.0

CCCNC(=O)N1CCN(S(C)(=O)=O)CC1
  A: 1.4%; B: -2.7; C: 3.6; D: 3.4; E: 5.5; F: ·; G: ·; H: 4.8; I: ·

CC(=O)Nc1ccc(-n2nnnc2SCC(=O)N2CCN(C(=O)c3ccco3)CC2)cc1
  A: -0.9%; B: -9.9; C: 5.7; D: 2.0; E: -10.4; F: -0.4; G: 9.6; H: -5.7; I: 4.9

Cc1cc([N+](=O)[O-])nn1Cc1c(F)c(F)c(F)c(F)c1F
  A: -0.2%; B: 12.3; C: 4.5; D: -1.7; E: -2.3; F: -0.7; G: 4.3; H: 0.3; I: -5.1

Cc1ccc2c(CC(=O)NCc3cccs3)coc2c1
  A: -0.9%; B: ·; C: 1.7; D: 5.8; E: 2.5; F: -0.6; G: 18.2; H: -2.8; I: 7.1

CCN1C(=O)[C@H]2[C@@H](c3ccc(-c4ccccc4)cc3)N3CCC[C@@]3(C(=O)OC)[C@H]2C1=O
  A: -0.7%; B: ·; C: 8.9; D: 6.2; E: -4.1; F: 0.1; G: 3.0; H: -9.0; I: -7.2

COc1cccc2cc(C(=O)NCC3CCCO3)c(=O)oc12 (stereo not drawn)
  A: 2.6%; B: 2.1; C: 5.3; D: 3.1; E: -5.6; F: -0.3; G: 6.5; H: 3.3; I: 3.6

CC(=O)Oc1ccc(C(=O)NCCc2ccccc2)cc1
  A: 0.3%; B: 4.9; C: 1.1; D: 1.7; E: 5.1; F: -0.1; G: -8.2; H: -1.4; I: 2.7

Nc1ccccc1SCC(=O)Nc1nccs1
  A: -2.2%; B: -1.1; C: 2.9; D: 1.7; E: 7.3; F: 0.2; G: 21.0; H: 10.8; I: 2.9

CCOC(=O)c1cnc(-c2ccccc2)nc1Oc1ccc(OC)cc1
  A: -2.9%; B: -3.6; C: ·; D: 2.2; E: -6.1; F: 0.0; G: 12.1; H: 5.2; I: 0.6

CSC1=N/C(=C/c2ccc(-n3cncn3)cc2)C(=O)N1
  A: 0.3%; B: -30.7; C: -9.3; D: 0.9; E: -5.7; F: -0.5; G: -3.9; H: -2.0; I: -8.3
